High-throughput results from PubChem.
GLA spleen mod – alpha-galactosidase A (human) modulation; human spleen homogenate, 4MU-alpha-Gal fluorescence, 40 min; P06280; Potency, µM (highest dose often 80 µM), inactives show top-dose activity change, negative = inhibition, actives largely listed as inhibitors; hit rate 0.008% among 240,000; AID 2107;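 note: 0% = enzyme with vehicle and -100% = no enzyme basal signal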
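Human spleen homogenate (1 ug) as enzyme source, 4-methylumbelliferyl-alpha-D-galactopyranoside 1 mM final, citrate/phosphate pH 5.0 with 0.01% Tween-20. Compounds 40 min at 37C, NaOH/glycine stop; fluorescence Ex 365/Em 440, Hill-fit AC50.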
TR SRC2 fluor cs – alters Texas Red total fluorescence, flagging assay interference | hit rate 0.29% among 280,000 | AID 1479 | Potency, µM (titrated, usually from 106 µM), inactives show top-dose fluorescence change, negative = quenching | TRb/SRC2 Texas Red total fluorescence interference; active = well fitted curve in either direction with a large enough effect; inconclusive = small, poorly fitted or top-dose-only effect
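Flags fluorescent or light-absorbing compounds by total fluorescence, S + 2P, at 555 nm excitation and 632 nm emission. Mixture: 20 nM Texas Red SRC2 peptide, 0.6 uM human TRb LBD, 1 uM T3, 5% DMSO; compound exposure 5 h at ambient temperature.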
TRb-SRC2 inh – disrupts binding of human TR beta to SRC2; P10828; TRbeta-SRC2 peptide binding, fluorescence polarization; receptor liganded with 1 µM T3; Potency, µM (top dose mostly 106 µM), without a hit: at the highest dose activity change, negative = inhibition, most hits filed as inhibitors; hit rate 0.065% among 280,000; AID 1469;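 note: plate controls were bound peptide for no effect and peptide without receptor for full effect; nearly all actives have a fitted effect of over 50% in size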
Target sequence (P10828 whole entry, looked up): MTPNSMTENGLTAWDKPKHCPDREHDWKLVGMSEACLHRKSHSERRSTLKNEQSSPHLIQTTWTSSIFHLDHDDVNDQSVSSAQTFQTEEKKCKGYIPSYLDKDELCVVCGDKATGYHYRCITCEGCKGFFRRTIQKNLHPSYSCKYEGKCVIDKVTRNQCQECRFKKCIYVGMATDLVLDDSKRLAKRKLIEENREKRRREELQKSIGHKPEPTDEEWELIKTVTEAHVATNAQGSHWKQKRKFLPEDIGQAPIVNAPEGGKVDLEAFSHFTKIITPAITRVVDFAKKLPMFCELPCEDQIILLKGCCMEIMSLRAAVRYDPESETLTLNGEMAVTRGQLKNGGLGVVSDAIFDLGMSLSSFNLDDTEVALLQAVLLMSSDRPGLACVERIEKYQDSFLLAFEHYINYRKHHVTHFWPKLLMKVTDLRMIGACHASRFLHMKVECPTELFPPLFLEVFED
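Quantitative HTS by FP: 0.6 uM TRb LBD, 20 nM labeled SRC2 20-mer, 1 uM T3, 5% DMSO; 5 hr ambient incubation; % activity per concentration and potencies from concentration series.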
Tau fibril ThT – tau fibrillization inhibition (ThT binding) | P10636 | AID 1460 | hit rate 2.1% among 270,000 | recombinant tau K18 P301L, heparin-induced fibrillization, ThT fluorescence | Potency, µM (titrated, usually from 57.4 µM), for the others: top-dose activity, negative = inhibition, actives largely listed as inhibitors; note: nearly all actives have a fitted effect of over 55% in size
Target sequence (P10636 561-689 P618L limits assumed): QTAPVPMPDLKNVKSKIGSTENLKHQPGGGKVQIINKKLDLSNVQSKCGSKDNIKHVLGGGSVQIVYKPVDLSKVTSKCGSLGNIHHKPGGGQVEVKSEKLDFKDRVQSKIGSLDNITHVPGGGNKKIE
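Aggregation was driven by heparin (20 uM final) acting on recombinant tau […] bearing P301L in 100 mM sodium acetate pH 7; fibrils were detected with Thioflavin T.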
Tau fibril FP – tau fibrillization inhibition (FP) | P10636 | K18 P301L tau heparin fibrillization, Alexa594 FP, 6 h | Potency, µM (doses to about 57.7 µM), inactives show at the top dose activity, negative = inhibition, most hits filed as inhibitors | hit rate 0.39% among 280,000 | AID 1468; note: nearly all actives have a fitted effect of over 55% in size
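Read-out: fluorescence polarization of Alexa 594-labeled tau (0.24 uM), 555 nm excitation, 632 nm emission. Mixtures held 15 uM unlabeled K18 P301L, compound and 20 uM heparin, pH 7 acetate buffer, incubated 6 hr at 37 C.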
L3MBTL1 inh – L3MBTL1 (human) inhibition. Q9Y468. AlphaScreen L3MBTL1–H3K9me1 peptide binding. Potency, µM (top dose mostly 57.1 µM), for inactives: at the highest dose activity, negative = inhibition, usual class: inhibitors. hit rate 0.66% among 230,000; note: nearly all actives have a fitted effect of over 60% in size
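Read-out is AlphaScreen signal from streptavidin donor and nickel chelate acceptor beads (10 ug/mL final each) bridging L3MBTL1 (50 nM) and biotinylated K9-monomethylated H3(1-15) peptide (75 nM), after 30 min compound exposure at room temperature.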
ALDH1A1 block – inhibitors of human aldehyde dehydrogenase 1A1 | Purified ALDH1A1, NADH fluorescence, propionaldehyde substrate | Potency, µM (highest dose often 75.3 µM), for inactives: at the top dose activity, negative = inhibition, hits mostly inhibitors | hit rate 7.3% among 220,000 | AID 1030; active = well fitted inhibition curve with a large enough effect, not every such curve was filed as active; inconclusive = small, poorly fitted or top-dose-only effect, or another doubt; inactive = no such curve, though single readings can be large or run the other way;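 note: plate controls were no enzyme wells and a reference inhibitor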
Target sequence (P00352 whole entry, looked up): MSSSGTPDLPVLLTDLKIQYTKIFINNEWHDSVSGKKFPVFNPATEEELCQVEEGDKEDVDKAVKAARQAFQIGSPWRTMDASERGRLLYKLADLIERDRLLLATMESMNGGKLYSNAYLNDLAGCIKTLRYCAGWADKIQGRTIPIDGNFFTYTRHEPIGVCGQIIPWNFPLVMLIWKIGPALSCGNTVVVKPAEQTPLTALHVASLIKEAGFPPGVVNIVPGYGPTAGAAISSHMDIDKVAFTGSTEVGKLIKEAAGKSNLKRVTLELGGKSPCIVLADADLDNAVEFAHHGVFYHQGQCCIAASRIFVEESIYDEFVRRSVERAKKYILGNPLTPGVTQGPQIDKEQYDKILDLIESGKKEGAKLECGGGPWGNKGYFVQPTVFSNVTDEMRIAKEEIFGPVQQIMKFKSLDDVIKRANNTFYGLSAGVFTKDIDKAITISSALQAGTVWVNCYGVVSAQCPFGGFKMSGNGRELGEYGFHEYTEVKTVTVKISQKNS
Tau fluor counter – counter-screen for tau fibril formation inhibitors | tau K18 P301L Alexa594 fluorescence, heparin fibrillization | Potency, µM (top dose mostly 57.7 µM), inactives show at the top dose activity change, negative = decrease | hit rate 0.93% among 280,000 | AID 1463; note: nearly all actives have a fitted effect of over 55% in size
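Human tau K18 P301L (15 uM unlabeled, 0.24 uM Alexa 594-labeled) in 100 mM sodium acetate pH 7 with 20 uM heparin, 6 hr at 37 C. ThT 30 uM added, 1 hr ambient; Alexa 594 FP and total fluorescence read at 555/632 nm.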
Numbers without * were called inactive; u = inconclusive; x = not tested or not shown; & = joins results of further samples; [ ] = another dose, or the depositor's remark. Unless noted, calls come from the whole dose curve; as a rule, active = well fitted curve in the direction sought with a large enough effect; inconclusive = small, poorly fitted or top-dose-only effect, or another doubt; inactive = no such curve, though single readings can be large; an effect the other way counts as inactive or inconclusive. Unless noted, % is set by controls: 0 for no effect and ±100 for the full control effect; potency is the fitted concentration of half-maximal effect. Outcome played no part in choosing rows; overall some 8.5% were active at least once.

Start of the data: the first four entries as a preview:
SMILES | GLA spleen mod | TR SRC2 fluor cs | TRb-SRC2 inh | Tau fibril ThT | Tau fibril FP | L3MBTL1 inh | ALDH1A1 block | Tau fluor counter
COC(=O)C(Cc1ccccc1)NC(=O)C12CC3CC(CC(C3)C1)C2 (stereo unspecified) | -2% | -3% | -3% | 0% | -2% | 3% | -7% | -1%
OCCN(C=NC1=NN(c2cccc(C(F)(F)F)c2)CC1)CCO | -3% | 0% | -14% | -9% | -2% | -4% | -4% | -11%
O=C(O)Cn1nnc(-c2ccc(OCc3cccc(C(F)(F)F)c3)cc2)n1 | x | 0% | 8% | -2% | 7% | x | x | 4%
COc1ccc(N2C(=O)Cc3cc(OC)c(OC)cc3C2c2ccc(F)cc2)cc1 (stereo unspecified) | x | 2% | 3% | -10% | -7% | x | x | -12%

Main list (from the top)
SMILES | GLA spleen mod | TR SRC2 fluor cs | TRb-SRC2 inh | Tau fibril ThT | Tau fibril FP | L3MBTL1 inh | ALDH1A1 block | Tau fluor counter
COC(=O)C(Cc1ccccc1)NC(=O)C12CC3CC(CC(C3)C1)C2 (stereo unspecified) | -2% | -3% | -3% | 0% | -2% | 3% | -7% | -1%
OCCN(C=NC1=NN(c2cccc(C(F)(F)F)c2)CC1)CCO | -3% | 0% | -14% | -9% | -2% | -4% | -4% | -11%
O=C(O)Cn1nnc(-c2ccc(OCc3cccc(C(F)(F)F)c3)cc2)n1 | x | 0% | 8% | -2% | 7% | x | x | 4%
COc1ccc(N2C(=O)Cc3cc(OC)c(OC)cc3C2c2ccc(F)cc2)cc1 (stereo unspecified) | x | 2% | 3% | -10% | -7% | x | x | -12%
COC(=O)c1ccccc1NC(=O)C12CC3CC(C1)CC(n1cnc(Cl)n1)(C3)C2 | -7% | -7% | -5% | -15% | -2% | -5% | 5% | -15%
N/C(=N\c1nc2ccccc2o1)NC(=O)c1ccccc1Br | 9% | -2% | 4% | -12% | -5% | -2% | u | -20%
CCc1c(C)nc2ccc(Br)cc2c1SCCC#N | -12% | 0%[53 µM] | -3%[53 µM] | -2% | 5% | 9% | 8% | 5%
CCOC(=O)c1c(C)c(-c2ccccc2)n(CC(=O)NC2CCCCC2)c1C | x | 9% | -3% | -5% | 4% | x | x | -14%
COc1ccc(OC)c(/C=N/Nc2cc(C)nc(N3CCOCC3)n2)c1 | 2% | -5% | 3% | u | 4% | -3% | x | -27%
O=S(=O)(NCc1ccncc1)c1ccc(Br)s1 | -6% | 0% | -19% | 5% | 3% | 1% | 5% | 5%
Oc1ccc(Cc2ncc(C(F)(F)F)cc2Cl)cc1 | 7% | 1% | 0% | 5% | 6% | 16% | 6% | 2%
Cc1ccc(CCNC(=O)c2ccc(NC(=O)N3CC(C)Sc4ccccc43)cc2)cc1 (stereo unspecified) | x | 0% | -2% | -2% | -11% | x | x | -10%
CC(=O)NC(=S)Nc1ccc(NC(=O)c2cccnc2Cl)cc1 | 3% | -2% | 12% | x | -2% | x | x | -12%
Cc1nc(CNS(=O)(=O)c2ccc3c(c2)OCCO3)cs1 | -3% | -1% | -8% | -6% | 1% | 0% | 4% | 0%
Cc1sc(N)c(C(=O)c2cccc(C(F)(F)F)c2)c1C | 5% | -1% | -3% | u | -7% | x | u | -26%
CC/C(=N/NS(=O)(=O)c1ccc(Cl)cc1)c1ccc(O)cc1 | 10% | 1%[53 µM] | 6%[53 µM] | 4% | -8% | -2% | u | 2%
COc1cc(/C=N/NC(=O)C[n+]2ccccc2)cc(OC)c1OC | -27% | -1% | 3% | -3% | 1% | 9% | 7% | -5%
CC(=O)c1cnc(Nc2nc(C)c3ccccc3n2)nc1C | 5% | -1% | 3% | -13% | 3% | 9% | -1% | 2%
COc1ccccc1Nc1nnc(SCC(=O)N2CCCC2)s1 | 7% | -4% | 0% | -3% | -1% | -5% | u | -12%
CCCc1nn2c(=O)cc(COC(=O)c3ccccc3NC(=O)c3ccc(OCC)cc3)nc2s1 | x | -1% | -1% | 1% | -2% | x | x | 1%
c1ccc(Nc2ncnc3c2oc2ccccc23)cc1 | -2% | 2% | 5% | -10% | 2% | x | u | -7%
Cc1nnc(SCC(=O)N2CC(=O)Nc3ccccc32)s1 | 0% | 2% | 1% | 6% | 4% | -3% | -1% | 3%
CC(C)CC(=O)Nc1cccc(-c2nc3ccccc3o2)c1 | -2% | 0% | 7% | 3% | 6% | 4% | u | 1%
COc1ccccc1-n1cnnc1SCC(=O)NC1CCS(=O)(=O)C1 (stereo unspecified) | 1% | 0% | 7% | 2% | 2% | x | u | -1%
O=C(c1cc2ccc3cccnc3c2[nH]1)N1CCN(c2ccc(Cl)cc2)CC1 | x | 3% | -6% | u | u | x | x | -11%

(continued)
SMILES | GLA spleen mod | TR SRC2 fluor cs | TRb-SRC2 inh | Tau fibril ThT | Tau fibril FP | L3MBTL1 inh | ALDH1A1 block | Tau fluor counter
Cc1ccc(NC(=O)CCC(=O)NNC(=O)COc2ccccc2)cc1C | -11% | -3% | 0% | -4% | 10% | -1% | 1% | 1%
Cc1cc(C)nc(SCC(=O)Nc2ccc(S(=O)(=O)NCCO)cc2)n1 | 0% | 0% | -5% | -10% | 5% | x | u | 1%
CCOC(=O)NC1(NC(C)C)Oc2ccccc2O1 | 2% | -5% | -1% | u | 0% | x | u | -19%
COc1ccc(C(=O)NCCc2nc3ccccc3[nH]2)cc1 | x | u | -30%[53 µM] | -14% | -6% | x | x | -12%
Cc1ccc(S(=O)(=O)c2cc(O)ccc2O)cc1C | -6% | -4% | -6% | -10% | -11% | x | u | -18%
COc1ccc(N2CCN(C(=O)Cc3ncc(C(F)(F)F)cc3Cl)CC2)cc1 | -1% | 0% | -2% | -7% | 8% | -8% | 0% | -2%
Fc1cccc(NCc2cccn2-c2nnc(N3CCOCC3)s2)c1 | x | 1% | 6% | -9% | 2% | x | x | -18%
CCC(C)NS(=O)(=O)c1ccc(NS(C)(=O)=O)cc1 (stereo unspecified) | -9% | -1% | -6% | 0% | -7% | 9% | -1% | 1%
Cc1ccc(C2C(C(=O)O)c3ccccc3C(=O)N2C)o1 (stereo unspecified) | 5% | -1% | -1% | 0% | -2% | x | 4% | -4%
O=C(NCCSc1ccc(Br)cc1)c1ccccc1 | 6% | -8% | 2% | -2% | 4% | 30%[activator] | -3% | -6%
O=S(=O)(c1ccc2ccccc2c1)N(CC(O)COCc1ccco1)c1ccccc1 (stereo unspecified) | -1% | 0% | 4% | -9% | 6% | x | u | -13%
CN(NC(=O)CN1C(=O)c2ccccc2C1=O)C1=NS(=O)(=O)c2ccccc21 | -11% | -2% | 5% | -2% | -4% | -1% | 0% | 1%
Cc1c(Cl)c([N+](=O)[O-])nn1CCCC(=O)Nc1sc2c(c1C(N)=O)CCC(C)C2 (stereo unspecified) | 0% | 1% | -13% | u | 5% | -15% | 5% | -13%
CCOC(=O)CN(C(=O)CNC(=O)c1cccs1)C(C(=O)NC1CCCC1)c1cccnc1 (stereo unspecified) | -5% | -2% | -1% | -5% | 4% | x | 0% | -6%
CCOC(=O)c1ccc(NC(=O)CCS(=O)(=O)c2ccc(C)cc2)cc1 | x | -2% | 0% | 6% | -9% | x | x | -10%
O=C1C2C3c4ccccc4C(c4ccccc43)C2C(=O)N1c1cccnc1 (stereo unspecified) | 2% | -2% | -4% | -5% | 4% | u | 0% | 1%
CCN1CCN(c2ccc(NS(=O)(=O)c3c(C)nc4sccn4c3=O)cc2Cl)CC1 | x | 0% | -2% | -19% | 3% | x | x | -7%
O=C(Nc1ccn(Cc2ccc(Cl)cc2)n1)c1ccc2c(c1)OCO2 | -13% | 2% | -14% | 9% | 1% | x | u | -8%
CCCS(=O)(=O)c1c(Nc2ccccc2C)sc(C(=O)c2ccccc2)c1N | x | -3% | -1% | -8% | 5% | x | x | -22%
Cc1ccc(-c2nc3cc(C)ccc3o2)cc1 | 5% | -2% | -8% | -18% | 4% | x | u | -9%
Cc1ccc(C(=O)COC(=O)c2cc(Cl)nc3ccccc23)cc1C | -5% | 1% | 1% | u | u | -1% | 0% | u
C=CCOC(=O)C1=C[C@@H](c2ccccc2)[C@H](CCCO)[C@@H](OCC)O1 | 7% | -1% | -7% | 0% | 10% | 3% | -11% | -2%
CC(=O)Nc1ccc(S(=O)(=O)N2CCN=C2SCc2cccnc2)cc1 | 5% | 4% | -5% | -5% | -3% | x | u | -2%
O=C(CC1C(=O)NCCN1Cc1ccc(-c2ccccc2)cc1)NCCOc1cccnc1 (stereo unspecified) | 0% | -1% | -4% | -19% | -12% | -4% | -3% | -16%
S=c1[nH]nc(-c2ccco2)n1/N=C/c1ccc(Br)s1 | 1% | -4% | -8% | u | 7% | -7% | u | -21%

A different layout for part of the listing above.
compound,GLA spleen mod,TR SRC2 fluor cs,TRb-SRC2 inh,Tau fibril ThT,Tau fibril FP,L3MBTL1 inh,ALDH1A1 block,Tau fluor counter
COc1ccc(N2CCN(C(=O)Cc3ncc(C(F)(F)F)cc3Cl)CC2)cc1,-1%,0%,-2%,-7%,8%,-8%,0%,-2%
Fc1cccc(NCc2cccn2-c2nnc(N3CCOCC3)s2)c1,x,1%,6%,-9%,2%,x,x,-18%

New compounds follow.
SMILES | GLA spleen mod | TR SRC2 fluor cs | TRb-SRC2 inh | Tau fibril ThT | Tau fibril FP | L3MBTL1 inh | ALDH1A1 block | Tau fluor counter
O=C(Cc1ccccc1)Nc1ccccc1C(=O)Nc1ccc(C(=O)O)cc1 | 1% | 1% | 2% | 2% | 1% | x | 7% | -4%
COc1ccc(C2/C=C\CN(C(=O)C3CCCC3)CC(=O)N2Cc2ccc(F)cc2)cc1 (stereo unspecified) | 1%&3% | -2%&1% | 8%&1% | -2% | 3% | x | x | 4%
COc1ccc(-c2nnn(CC(=O)NCCc3ccc(OC)c(OC)c3)n2)cc1 | 0% | -2% | -5% | -10% | -3% | -3% | -6% | -13%
CC(C)(C)Cc1nnc(NC(=O)c2ccc([N+](=O)[O-])cc2)s1 | 4% | 1% | -2% | -11% | 6% | 5% | -2% | -14%
O=C(Cc1ccccc1)Nc1sc2c(c1C(=O)Nc1ccccc1Cl)CCCCC2 | x | u | -8% | 2% | -1% | x | x | -2%
CC(C)c1ccc(NC(=O)C2CCCN(S(=O)(=O)c3cnc[nH]3)C2)cc1 (stereo unspecified) | 3% | 2% | 3% | -3% | -2% | x | -6% | -7%
